TexasRed fluor: counter-screen for TRb-SRC2 inhibitors: fluorescence interference. hit rate 0.29% among 280,000. Potency, µM (series often up to 106 µM), for inactives: at the top dose fluorescence change, negative = quenching. TRb/SRC2 Texas Red total fluorescence interference. AID 1479; active means well fitted curve in either direction with a large enough effect; inconclusive means small, poorly fitted or top-dose-only effect; further: potency means the concentration at half of the fitted maximal effect; on the % scale 0 is the no-effect control and ±100 the full control effect
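Human TRb ligand-binding domain at 0.6 uM with 20 nM Texas Red SRC2 peptide in Tris buffer containing 1 uM T3 and 5% DMSO, incubated with compound 5 h at ambient temperature. Total fluorescence (555/632 nm) calculated as parallel + 2 × perpendicular.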
TRb SRC2 PPI: inhibitors of human thyroid hormone receptor beta-SRC2 interaction; AID 1469; hit rate 0.065% among 280,000; Potency, µM (highest dose often 106 µM), without a hit: at the top dose activity change, negative = inhibition, usual class: inhibitors; TRbeta-SRC2 peptide binding, fluorescence polarization; receptor liganded with 1 µM T3; P10828;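 further: potency means the concentration at half of the fitted maximal effect; plate controls were bound peptide for no effect and peptide without receptor for full effect; nearly all actives have a fitted effect of over 50% in size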
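Quantitative HTS by FP: 0.6 uM TRb LBD, 20 nM labeled SRC2 20-mer, 1 uM T3, 5% DMSO; 5 hr ambient incubation; % activity per concentration and potencies from concentration series.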
Tau fluor cs: counter-screen for tau fibril formation inhibitors; hit rate 0.93% among 280,000; tau K18 P301L Alexa594 fluorescence, heparin fibrillization; AID 1463; Potency, µM (series often up to 57.7 µM), inactives show top-dose activity change, negative = decrease; further: potency means the concentration at half of the fitted maximal effect; on the % scale 0 is the no-effect control and ±100 the full control effect; nearly all actives have a fitted effect of over 55% in size
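Human tau K18 P301L (15 uM unlabeled, 0.24 uM Alexa 594-labeled) in 100 mM sodium acetate pH 7 with 20 uM heparin, 6 hr at 37 C. ThT 30 uM added, 1 hr ambient; Alexa 594 FP and total fluorescence read at 555/632 nm.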
NPSR antag: neuropeptide S receptor (human) antagonism, cAMP | Q6W5P4 | CHO-NPSR cells, cAMP TR-FRET, antagonist mode | Potency, µM (highest dose often 38.3 µM), for inactives: at the top dose activity change, negative = inhibition, usual class: inhibitors | hit rate 1% among 220,000 | AID 1461; further: potency means the concentration at half of the fitted maximal effect; on the % scale 0 is the no-effect control and ±100 the full control effect; nearly all actives have a fitted effect of over 50% in size; many of its hits are not listed in these tables
Target sequence (Q6W5P4 whole entry, looked up): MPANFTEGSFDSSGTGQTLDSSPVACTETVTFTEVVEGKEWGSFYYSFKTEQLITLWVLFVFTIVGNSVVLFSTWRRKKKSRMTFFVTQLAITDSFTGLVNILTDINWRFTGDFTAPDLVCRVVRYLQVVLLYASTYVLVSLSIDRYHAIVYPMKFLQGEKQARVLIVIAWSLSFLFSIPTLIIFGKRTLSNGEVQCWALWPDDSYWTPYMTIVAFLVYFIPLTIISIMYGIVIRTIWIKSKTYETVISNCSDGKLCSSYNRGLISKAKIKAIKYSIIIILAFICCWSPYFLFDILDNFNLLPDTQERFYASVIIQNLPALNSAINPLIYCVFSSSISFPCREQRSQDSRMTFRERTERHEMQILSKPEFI
CBFb RUNX1 block: CBF-beta/RUNX1 interaction disruption. AlphaScreen CBFb-His/RUNX1-biotin binding, biochemical. AID 1477. Potency, µM (titrated, usually from 59.8 µM), inactives show at the highest dose activity, negative = inhibition, most hits filed as inhibitors. 230,000 tested, under 10 active. Q01196+Q13951; further: % of control where 0% means no effect
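AlphaScreen proximity signal reports loss of binding between His-tagged CBF-beta and biotin-labelled RUNX1, each at 30 nM. Proteins are pre-associated for 20 minutes, compounds added for 15 minutes, then beads for 90 minutes, all at ambient temperature.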
Epigenetic reg: regulators of epigenetic silencing causing reporter derepression in mouse cells; hit rate 0.2% among 280,000; Potency, µM (highest dose often 53.9 µM), for inactives: top-dose GFP activation, hits mostly activators; murine LDR cells, GFP reporter derepression, 30 h; further: potency means the concentration at half of the fitted maximal effect; % of control where 0% means no effect; nearly all actives have a fitted effect of over 60% in size
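Readout is the number of GFP-expressing murine LDR cells, counted by cytometry following washing. Cells were treated with compound for 30 h at 37 C; the stably integrated CMV-GFP locus is normally silent.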
GLA spleen mod: inhibits or activates alpha-galactosidase in human spleen homogenate; human spleen homogenate, 4MU-alpha-Gal fluorescence, 40 min; Potency, µM (titrated, usually from 80 µM), without a hit: at the highest dose activity change, negative = inhibition, actives largely listed as inhibitors; hit rate 0.008% among 240,000;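 further: potency means the concentration at half of the fitted maximal effect; 0% = enzyme with vehicle and -100% = no enzyme basal signal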
Target sequence (P06280 32-429 limits assumed): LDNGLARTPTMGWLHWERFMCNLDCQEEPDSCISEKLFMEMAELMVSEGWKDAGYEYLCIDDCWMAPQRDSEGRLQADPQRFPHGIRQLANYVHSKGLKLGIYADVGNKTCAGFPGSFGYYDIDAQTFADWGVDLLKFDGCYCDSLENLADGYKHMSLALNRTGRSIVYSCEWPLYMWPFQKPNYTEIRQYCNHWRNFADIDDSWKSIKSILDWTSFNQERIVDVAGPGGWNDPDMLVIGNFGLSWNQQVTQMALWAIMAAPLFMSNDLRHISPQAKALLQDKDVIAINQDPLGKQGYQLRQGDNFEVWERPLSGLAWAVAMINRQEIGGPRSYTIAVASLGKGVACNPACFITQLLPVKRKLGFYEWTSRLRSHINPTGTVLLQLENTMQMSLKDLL
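Human spleen homogenate (1 ug) as enzyme source, 4-methylumbelliferyl-alpha-D-galactopyranoside 1 mM final, citrate/phosphate pH 5.0 with 0.01% Tween-20. Compounds 40 min at 37C, NaOH/glycine stop; fluorescence Ex 365/Em 440, Hill-fit AC50.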
Tau FP inhib: blocks human tau fibril formation measured by polarization; P10636; K18 P301L tau heparin fibrillization, Alexa594 FP, 6 h; Potency, µM (titrated, usually from 57.7 µM), without a hit: top-dose activity, negative = inhibition, most hits filed as inhibitors; hit rate 0.39% among 280,000; further: potency means the concentration at half of the fitted maximal effect; on the % scale 0 is the no-effect control and ±100 the full control effect; nearly all actives have a fitted effect of over 55% in size
Target sequence (P10636 561-689 P618L limits assumed): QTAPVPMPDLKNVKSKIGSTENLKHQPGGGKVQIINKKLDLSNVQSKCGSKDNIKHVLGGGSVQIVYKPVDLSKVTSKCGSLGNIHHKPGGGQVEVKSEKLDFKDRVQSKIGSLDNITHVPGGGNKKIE
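Recombinant K18 P301L […], labeled with Alexa 594 at 0.24 uM over 15 uM unlabeled; heparin inducer 20 uM final; 37 C, 6 hr; FP endpoint.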
The depositor's hits bear a star; ? = inconclusive; · = no result given; [ ] = remark or other dose. Unless noted, the call rests on the fitted dose curve; in most records, active means well fitted curve in the direction sought with a large enough effect; inconclusive means small, poorly fitted or top-dose-only effect, or another doubt; inactive means no such curve, though single readings can be large; an effect the other way counts as inactive or inconclusive. The list is partial, so the mix of outcomes need not match the whole.

Value order – TexasRed fluor, Epigenetic reg, CBFb RUNX1 block, Tau fluor cs, GLA spleen mod, NPSR antag, TRb SRC2 PPI, Tau FP inhib
> CN(C)N1C(N)=C(C#N)C(c2cccc3ccccc23)C2=C1CC(c1ccccc1)CC2=O (stereo unspecified)
    -1.1%, -2.4%, -2.1%, -1.8%, 6.9%, -42.8%, 3.6%, 9.7%
> Cc1ccc(CN2C(=O)/C(=C3\SC(N4CCOCC4)=NC3=O)c3cc(Br)ccc32)cc1
    -1.2%, 0.7%, -0.5%, -1.0%, -2.2%, 0.4%[46.1 µM], 2.1%, 5.9%
> CCCCC(CC)C(=O)Oc1ccc(O)c(C(C)(C)C)c1 (stereo unspecified)
    -6.0%, 3.8%, 0.9%, -6.4%, -3.4%, ?, -2.5%, 5.3%
> Cc1cc([N+](=O)[O-])ccc1NC(=O)CN1C2CCC1CC(NC(=O)NC13CC4CC(CC(C4)C1)C3)C2 (stereo unspecified)
    -1.2%, 2.2%, 2.8%, -20.4%, -2.6%, 45.9%, -1.0%, -3.0%
> COc1ccc2c(c1OC)C(=O)OC2Nn1cncn1 (stereo unspecified)
    -0.5%, -1.1%, 14.6%, 4.9%, 8.4%, -15.4%[46.1 µM], -24.4%, 2.8%
> Cc1ccccc1C(=O)N1CCC(C(=O)Nc2ccc3c(c2)OCO3)CC1
    1.0%, -0.9%, -2.6%, -16.9%, 1.5%, 14.0%, 3.3%, -0.3%
> O=C(Cc1ccc(-n2cccc2)cc1)N1CCc2ccccc21
    2.0%, -0.3%, -15.0%, -16.3%, -3.6%, -25.9%[46.1 µM], -3.5%, -4.6%
> CCOC(=O)Oc1ccc2oc(=O)cc(C)c2c1
    3.6%, -0.9%, 4.1%, -1.2%, 6.2%, -11.5%[46.1 µM], 3.7%, -1.6%
> COc1cccc(CNC(=O)CCc2c(C)c3cc4c(C)c(C)oc4cc3oc2=O)c1
    -1.1%, 1.2%, ·, 2.2%, ·, ·, -0.9%, 0.3%
> O=C(O)CC/C(=C\c1ccc(Cl)c([N+](=O)[O-])c1)c1nc2ccccc2s1
    -1.2%, -0.8%, -5.1%, 10.4%, -2.7%, -29.6%, 7.1%, 9.5%
> CCN1CCN(CC(=O)c2cc(OC)c(OC)c(OC)c2)CC1
    1.7%, 3.8%, 23.3%, -2.8%, -0.8%, -20.2%, -1.2%, 9.7%
> CCCNc1nc(OCC(F)(F)F)nc(OCC(F)(F)F)n1
    2.5%, 0.7%, 5.1%, -6.3%, 9.7%, -1.6%[46.1 µM], 2.8%, -5.5%
> Nc1ccc2c(c1)C(=O)Cc1ccccc1S2
    -2.6%, -1.1%, 11.2%, ?, -4.8%, 14.3%, -1.9%, ?
> CCOc1nc(NCCO)nc(NCCC2=CCCCC2)n1
    0.8%, 0.1%, -1.6%, -4.1%, 3.9%, -11.7%[46.1 µM], -6.3%, 6.4%
> O=C(O)COn1c(-c2ccc(Cl)cc2)nc2ccc(Cl)cc21
    0.3%, -2.1%, 4.6%, 4.8%, 1.1%, -4.3%, 3.1%, 1.0%
> O=C(CCCc1ccccc1)NCc1cn2ccsc2n1
    -1.1%, 0.0%, 10.7%, 0.3%, -1.1%, -9.0%[46.1 µM], 1.9%, -1.8%
> O=C(c1cccc(C(F)(F)F)c1)C1CCCN(Cc2cccn2-c2ccccn2)C1 (stereo unspecified)
    -2.0%, 3.2%, 1.1%, 0.0%, 3.7%, 20.9%, -4.9%, -2.3%
> O=C(Nc1ccc(Cl)cn1)C1COc2ccccc2O1 (stereo unspecified)
    -2.4%[53 µM], -1.1%, 10.6%, -6.6%, -3.2%, 23.8%, -5.0%[53 µM], 6.0%[2.34 µM]
> COc1cccc(-c2nnc(NC(=O)c3ccc(Cl)s3)o2)c1
    -4.0%, -2.7%, -0.5%[2.36 µM], -10.1%, -6.6%, -17.3%, 1.2%, 4.6%
> CSc1cccc(NC(N)=O)c1
    0.1%, 1.4%, 2.6%, -1.9%, 2.7%, -29.7%, -3.6%, -1.3%
> CCNc1nc(NCC)nc(SCCOC(=O)Nc2ccccc2)n1
    -1.0%, 0.0%, 3.0%, -9.9%, -2.4%, 13.6%[46.1 µM], -0.3%, 1.5%
> O=C(c1cc(-c2ccccc2Cl)on1)N1CCN(C(=O)c2ccco2)CC1
    0.6%, 0.0%, 1.6%, -6.9%, 6.2%, -9.1%[46.1 µM], 7.8%, -1.7%
> COC(=O)[C@@]1(Cc2ccc(OC)cc2)[C@H]2c3cc(C(=O)N(C)C)n(Cc4ccc(O)c(OC)c4)c3C[C@H]2CN1C(=O)c1ccccc1
    -3.9%, 2.5%, -26.1%, -9.1%, 3.2%, ·, 0.4%, -7.7%
> CC(=O)Nc1cc(C(=O)OCc2cccc([N+](=O)[O-])c2)ccc1C
    -0.4%, -0.2%, 15.8%, -3.0%, 4.8%, -7.1%, -5.7%, 6.2%
> CN(C)c1ccc(CNC(=O)CN2C(=O)CCn3nc(-c4cn(C)c5ccccc45)cc32)cc1
    -5.9%, 1.7%, ·, -28.0%, ·, ·, -1.9%, 13.2%
> O=C(Nc1ccc(Cc2ccncc2)cc1)c1ccc(S(=O)(=O)N2CCOCC2)cc1
    -1.4%, -0.3%, 4.2%, -20.1%, -20.8%, -7.3%[46.1 µM], -1.0%, -5.0%
> CCC(C)NC(=O)c1ccccc1NC(=O)c1ccc(CSc2ccc(C)cc2)cc1 (stereo unspecified)
    3.2%, -0.9%, 12.7%, ?, 2.6%, -21.6%[46.1 µM], -8.3%, -18.9%
> Cc1nc(C(=O)N(C)C)nn1-c1cc(Cl)ccc1Cl
    -1.4%, -0.9%, 5.6%, -4.2%, -14.2%, -9.2%[46.1 µM], -18.7%, 0.0%
> CCC(C)NC(=O)CSc1nnc(-c2c[nH]c3ccccc23)o1 (stereo unspecified)
    -5.2%, -0.1%, 6.6%, -4.2%, -9.6%, -1.6%, -3.1%, -5.8%
> COc1ccc(C/C(C)=N/NC(=S)Nc2ccccc2)cc1
    0.8%, 0.0%, -1.2%, -1.3%, -0.8%, -2.0%, 5.0%, -4.0%

Continued; it opens with the 3 that closed the last part.
Value order – TexasRed fluor, Epigenetic reg, CBFb RUNX1 block, Tau fluor cs, GLA spleen mod, NPSR antag, TRb SRC2 PPI, Tau FP inhib
> Cc1nc(C(=O)N(C)C)nn1-c1cc(Cl)ccc1Cl
    -1.4%, -0.9%, 5.6%, -4.2%, -14.2%, -9.2%[46.1 µM], -18.7%, 0.0%
> CCC(C)NC(=O)CSc1nnc(-c2c[nH]c3ccccc23)o1 (stereo unspecified)
    -5.2%, -0.1%, 6.6%, -4.2%, -9.6%, -1.6%, -3.1%, -5.8%
> COc1ccc(C/C(C)=N/NC(=S)Nc2ccccc2)cc1
    0.8%, 0.0%, -1.2%, -1.3%, -0.8%, -2.0%, 5.0%, -4.0%
> O=C1C2C(C(=O)N1c1ccc3c(c1)OCO3)C1C=CC2C12CC2 (stereo unspecified)
    2.0%, 0.0%, 1.2%, -4.4%, 7.4%, 12.3%, 3.7%, -6.8%
> CCCCC#Cc1nc(N)c2ncn([C@@H]3O[C@H](C(=O)NCC)[C@@H](O)[C@H]3O)c2n1
    0.9%, -1.2%, -3.3%, -5.0%, ?, -25.3%[46.1 µM], 3.4%, -1.3%
> Clc1ccc(-c2cc(C3CCNCC3)[nH]n2)cc1
    0.3%, -3.5%, -22.4%, 1.1%, -2.0%, 7.6%, -0.6%, 4.7%
> COCCNC(=O)C(C)N(c1ccc(OC)cc1)S(C)(=O)=O (stereo unspecified)
    2.5%, 4.2%, -1.6%, -6.1%, 3.7%, 0.8%[46.1 µM], 7.3%, 3.6%
> Cc1nn(-c2ccccc2)c(Cl)c1/C=C1\SC(=S)N(CCCCCC(=O)O)C1=O
    -2.1%, -1.6%, -11.3%, 4.6%, -2.0%, -57.2%, 0.2%, 20.1%
> COc1ccc(Cl)cc1NC(=O)COC(C)=O
    -0.1%, -2.7%, -15.5%, -3.0%, -11.7%, 8.3%, 2.8%, 4.9%
> CC(CCc1ccccc1)NC(=O)c1cccnc1 (stereo unspecified)
    0.1%, 0.0%, 1.2%, 4.0%, -8.3%, 1.6%[46.1 µM], -5.4%, 1.1%
> Cn1cccc1CNC(=S)Nc1ccccc1Cl
    1.2%, -1.5%, -14.6%, -4.4%, -6.2%, -9.9%, 9.3%, 0.5%
> Cc1ccsc1CN(C(=O)COc1ccccc1Cl)C1CCS(=O)(=O)C1 (stereo unspecified)
    -2.7%, -1.9%, ·, -11.2%, ·, ·, 2.4%, 2.1%
> NC(C(=O)O)c1ccc(P(=O)(O)O)cc1 (stereo unspecified)
    0.1%, 2.1%, 0.2%, -0.5%, 8.2%, ·, 3.4%, -2.8%
> COc1cc2cc(C(=O)O)[nH]c2c(OC)c1OC
    0.2%, -4.6%, 4.4%, -11.0%, 9.7%, -7.4%[46.1 µM], -1.0%, -2.9%
> COc1ccc(C2CC(c3cccs3)=NN2C(=O)c2ccco2)cc1OC (stereo unspecified)
    -3.0%, -0.9%, 1.8%, -19.7%, 9.7%, 9.7%, -2.5%, -5.6%
> Cc1csc2nc(-c3cccc(NC(=O)c4ccc(S(N)(=O)=O)cc4)c3)cn12
    -0.8%, 8.2%, ·, -21.5%, ·, ·, -1.2%, -9.6%
> Cc1cccc(C)c1OCC(=O)NCc1nnc(SCC(=O)NC2CCCCC2)n1C
    -1.4%, 0.9%, 1.9%, 8.4%, -3.5%, -11.3%[46.1 µM], -0.4%, 8.4%
> Cc1ccc(CSc2ncnc3c2cnn3-c2ccc(C)cc2)cc1
    -19.0%, -1.1%, 2.9%, -4.3%, 5.6%, -1.3%, 3.7%, -8.6%
> COc1cc(CC(=O)OCC(=O)Nc2ncc(Cl)cc2Cl)cc(OC)c1OC
    2.5%, 6.3%, 0.8%, -4.5%, -0.5%, -16.8%[46.1 µM], 0.1%, 6.7%
> COc1cccc(NC(=O)Cn2c(=O)ccc3cc(S(=O)(=O)N4CCC(C)CC4)ccc32)c1
    -2.0%, 0.0%, ·, ?, ·, ·, 3.0%, ?
